BaF3 tox = counter-screen for JAK2V617F inhibitors: parental Ba/F3 viability inhibitors; CellTiter-Glo ATP luminescence; inhibition, % at 5.6 µM; 220,000 tested, 1.1% active;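 active = inhibition above a per-campaign cutoff, the mean inhibition of all tested compounds plus 3 SD, cut at about 27% in these data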;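 note: 0% = DMSO wells and 100% = JAK Inhibitor I control wells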
S1P4 antag = antagonists of human S1P4 receptor; S1P4-expressing cells, antagonist mode, reporter read-out; inhibition, % at 4.98 µM; O95977; 220,000 tested, 0.26% active; in the data active = inhibition above about 29%;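 note: 0% = wells stimulated with agonist and 100% = vehicle wells without agonist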
Ba/F3 V617F tox = loss of viability in JAK2V617F-driven Ba/F3 cells; inhibition, % at 5.6 µM; Ba/F3 EpoR-JAK2V617F viability, ATP luminescence; 220,000 tested, 1.1% active;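 active = inhibition above the campaign mean plus 3 SD over all tested compounds, cut at about 24% in these data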;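 note: cytokine-independent growth of Ba/F3 cells driven by EpoR plus mutant JAK2; 0% = DMSO-treated cells and 100% = JAK inhibitor I control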
CHOP inh = blocks CHOP induction under ER stress | CHO-K1 CHOP-promoter luciferase, tunicamycin-induced, 15-18 h | inhibition, % at 10 µM | 220,000 tested, 3.8% active;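 active = compounds that reduced the stress-induced luciferase reporter signal by more than about 70% of percent inhibition, limit read from the data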;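 note: 0% = tunicamycin plus vehicle and 100% = wells without tunicamycin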
S1P4 ag = human S1P4 receptor agonism; 220,000 tested, 0.35% active; AID 1509; S1P4-expressing cell line, agonist reporter assay; activation, % at 4.98 µM; O95977; in the data active = activation above about 11%;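 note: 0% = DMSO vehicle and 100% = reference agonist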
NPY-Y2 PAM-ag = potentiates or activates human NPY-Y2 receptor; P49146; activation, % at 3.6 µM; 220,000 tested, 0.45% active; cells expressing NPY-Y2, potentiator/agonist read-out; AID 1359; in the data active = activation above about 27%;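 note: cells stimulated with NPY near EC25 plus isoproterenol at EC100; 0% = vehicle plus submaximal agonist and 100% = vehicle plus saturating agonist; some results beyond the cut were filed as inactive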
Target sequence (P49146 whole entry, looked up): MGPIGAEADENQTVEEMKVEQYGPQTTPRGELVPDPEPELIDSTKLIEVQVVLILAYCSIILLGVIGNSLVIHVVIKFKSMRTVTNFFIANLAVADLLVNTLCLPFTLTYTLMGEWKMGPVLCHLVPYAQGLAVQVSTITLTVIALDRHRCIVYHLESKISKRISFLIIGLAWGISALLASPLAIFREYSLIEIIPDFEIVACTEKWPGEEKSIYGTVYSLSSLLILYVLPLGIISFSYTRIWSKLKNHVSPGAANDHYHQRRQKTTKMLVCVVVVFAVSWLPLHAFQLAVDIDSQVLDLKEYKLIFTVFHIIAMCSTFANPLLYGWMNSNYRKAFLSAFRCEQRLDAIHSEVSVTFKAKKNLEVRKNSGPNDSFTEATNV
NPY-Y1 antag = NPY-Y1 (human) receptor antagonism. P25929. inhibition, % at 3.6 µM. 200,000 tested, 1% active. HEK293-CNG Y1 cells, membrane potential fluorescence; NPY at EC95, then isoproterenol;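 active = inhibition above the campaign mean inhibition of all tested compounds plus 3 SD, cut at about 20% in these data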;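 note: 0% = DMSO wells given NPY plus isoproterenol and 100% = isoproterenol alone without NPY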
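Benchmarks – high control isoproterenol alone, low control NPY with isoproterenol · Material – HEK293 Y1/CNG channel cell line · Times – dye 3 h, compound 60 min room temperature, stimulation 45 min · Probe or stimulus – NPY (25 nM), isoproterenol (1 µM), Ro 20-1724 (25 µM) · Evaluation – % inhibition of NPY effect · Signal – fluorescence, membrane potential probe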
p47phox inh = blocks human p47phox regulatory protein of NADPH oxidases; inhibition, % at 24.7 µM; AID 1274; 220,000 tested, 0.53% active; p47phox/p22phox peptide binding, fluorescence polarization, 2 h; P14598;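 active = inhibition above about 30%, limit read from the data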;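 note: 0% = p47phox with labelled peptide and 100% = labelled peptide alone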
Target sequence (P14598 whole entry, looked up): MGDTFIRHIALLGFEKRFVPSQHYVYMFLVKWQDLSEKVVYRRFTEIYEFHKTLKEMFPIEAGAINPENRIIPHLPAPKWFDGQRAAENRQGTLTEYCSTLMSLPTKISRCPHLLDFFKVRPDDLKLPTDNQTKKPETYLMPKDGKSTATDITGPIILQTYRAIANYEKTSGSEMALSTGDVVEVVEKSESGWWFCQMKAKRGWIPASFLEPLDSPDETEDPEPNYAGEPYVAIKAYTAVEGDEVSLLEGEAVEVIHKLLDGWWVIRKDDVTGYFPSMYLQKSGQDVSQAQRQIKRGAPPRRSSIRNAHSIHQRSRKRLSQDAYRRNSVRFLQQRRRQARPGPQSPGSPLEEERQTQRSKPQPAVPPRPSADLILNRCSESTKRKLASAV
NPY1 pot ag = potentiators or agonists of human neuropeptide Y receptor Y1; NPY-Y1 expressing cells, potentiator/agonist activation; activation, % at 3.6 µM; 220,000 tested, 0.37% active; AID 1304; in the data active = activation above about 33%, passing the limit was not always enough;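 note: cells stimulated with NPY at EC10 then isoproterenol at EC100; 0% = low agonist plus stimulus and 100% = saturating agonist plus stimulus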
Starred values were filed as active, the others as inactive; · = no result given.

nr | canonical_smiles | BaF3 tox | S1P4 antag | Ba/F3 V617F tox | CHOP inh | S1P4 ag | NPY-Y2 PAM-ag | NPY-Y1 antag | p47phox inh | NPY1 pot ag
1 | Cc1noc(C)c1S(=O)(=O)NCCc1ccc(S(N)(=O)=O)cc1 | 2 | 2 | -3 | 8 | -0.1 | 3 | 3 | 1 | -9
2 | Cc1csc(NC(=O)c2cccc(Cn3nc(C)c(Br)c3C)c2)n1 | 11 | -9 | 11 | 42 | -0.3 | -2 | -2 | -27 | -4
3 | CCCCn1c(=O)[nH]c(=O)c2c1nc(-c1ccc(OCCC)c(OCC)c1)n2C | -4 | -6 | -3 | 101* | -0.5 | 10 | · | -10 | 12
4 | CC1(C)C2CCC1(C)C(NC(=O)CCN1CCCCC1)C2 (stereo not given) | 4 | -9 | -1 | 19 | -0.4 | -6 | -3 | -8 | -8
5 | NC(=O)C1(N2CCCCC2)CCN(C(=O)CSc2nc3ccccc3s2)CC1 | -1 | -24 | -1 | -12 | -3.5 | -10 | 1 | 3 | -18
6 | O=C(NC(=S)NC1CCCCCC1)c1cncc(Br)c1 | 4 | -12 | -1 | 18 | 1.1 | 0 | 0 | 0 | -16
7 | COc1ccc(C2C(C#N)=C(N)N3C(=C2C#N)Sc2ccccc23)cc1 (stereo not given) | 6 | -8 | -2 | -9 | 0.6 | 27 | -3 | -49 | -8
8 | CC(C)OC(=O)CCC1(C(=O)O)CCC(=O)NC1 (stereo not given) | -1 | -6 | -2 | 7 | 1.1 | 9 | -1 | -5 | -9
9 | CC(=O)c1ccc(NC(=S)N2CCCCCC2)cc1 | 3 | -6 | 0 | -11 | 0.3 | 7 | 1 | -8 | 10
10 | Cn1cnc2ccc([N+](=O)[O-])cc2c1=O | 12 | 11 | 1 | -12 | 0.9 | -1 | -7 | 1 | 22
11 | COc1ccc(S(=O)(=O)N(C)CC(=O)Nc2ccc(F)cc2)cc1 | 1 | -22 | -2 | 11 | 1.8 | -2 | -2 | -7 | -19
12 | C=CCn1c(SCc2cc(=O)n3cc(C)ccc3n2)nnc1-c1ccc(F)cc1 | 6 | -16 | 1 | 12 | 1.5 | -14 | 7 | -4 | 6
13 | COCCCNC(=O)CNC(=O)c1cn(-c2ccccc2OC)c(=O)c2ccccc12 | 5 | -6 | -1 | 23 | 0.8 | 3 | 4 | 0 | 10
14 | O=C(CSc1ccccn1)Nc1ccccc1F | 6 | 7 | 4 | -16 | -0.2 | -6 | 3 | -8 | -32
15 | CC1CCN(CCNC(=O)CCS(=O)(=O)c2ccc(Br)cc2)CC1 | 8 | -13 | -1 | -3 | -0.9 | -1 | 4 | -1 | 4
16 | O=C([C@H](O)c1ccccc1)N1CCC[C@H]1CO | 1 | -4 | -3 | 22 | 0.8 | -7 | 0 | -3 | -20

Results in BaF3 tox, CHOP inh and S1P4 antag, for some of the entries so far:
| nr | molecule | BaF3 tox | CHOP inh | S1P4 antag |
| --- | --- | --- | --- | --- |
| 3 | CCCCn1c(=O)[nH]c(=O)c2c1nc(-c1ccc(OCCC)c(OCC)c1)n2C | -4 | 101* | -6 |
| 11 | COc1ccc(S(=O)(=O)N(C)CC(=O)Nc2ccc(F)cc2)cc1 | 1 | 11 | -22 |

(listing goes on)
nr | canonical_smiles | BaF3 tox | S1P4 antag | Ba/F3 V617F tox | CHOP inh | S1P4 ag | NPY-Y2 PAM-ag | NPY-Y1 antag | p47phox inh | NPY1 pot ag
17 | Cc1cc(C(=O)CSc2nc(N)cc(N)n2)c(C)n1-c1cccc(F)c1 | 2 | -15 | 2 | 41 | -0.2 | -15 | 3 | -13 | -24
18 | COc1ccc(C(C)(C)C)cc1S(=O)(=O)n1ccnc1C | 9 | -4 | 2 | 23 | 0.3 | 4 | 2 | -11 | 4
19 | CC(C)C(=O)Nc1cccc(C(=O)NCCc2ccc(S(N)(=O)=O)cc2)c1 | 0 | 17 | -7 | 23 | 0.3 | 13 | 4 | -9 | 5
20 | COc1ccc(-n2cc(-c3ccc(C)cc3)[n+]3c2SCC3)cc1 | 71* | -6 | 94* | -17 | 3.3 | -12 | -4 | -2 | -7
21 | Cc1cccc(-n2c(-c3csc(C(C)C)c3)n[nH]c2=S)c1 | 4 | 8 | -2 | 18 | -3.2 | -15 | 3 | -7 | 0
22 | COc1ccc(Cl)cc1NC(=O)CCc1nc(-c2ccccc2F)no1 | 9 | 4 | 4 | 19 | 2.8 | -13 | 9 | -25 | -22
23 | CC1CCN(c2cc(N(C)CCO)c([N+](=O)[O-])c3nonc23)CC1 | 8 | 9 | -3 | 10 | 0.8 | 1 | -3 | -6 | 14
24 | CCOc1cc(OCC)cc(C(=O)O)c1 | 7 | -22 | 0 | 7 | -0.9 | -13 | 6 | -5 | -6
25 | CCOC(=O)c1c(C)nc(C)c(C(=O)OCC)c1-c1cccnc1 | 2 | 9 | -1 | 9 | 3.0 | -4 | · | -7 | 10
26 | COC(=O)c1ccccc1NC(=O)CSc1n[nH]c(-c2cccnc2)n1 | -5 | -34 | -3 | 6 | 3.7 | 4 | 0 | -4 | 6
27 | O=C(c1cc(-c2ccc(Cl)cc2)n(-c2ccc(Cl)c(Cl)c2)n1)N1CCOCC1 | 3 | -16 | -1 | 63 | 0.2 | -2 | 12 | -13 | 15
28 | COc1ccc(S(=O)(=O)N2CCCCCC2)cc1C(=O)OCC(=O)NC(C)(C)C | 5 | -12 | 3 | 6 | 1.6 | 5 | -4 | -6 | -6
29 | Cc1[nH]n(-c2ccccc2)c(=O)c1C=NCC1CCCO1 (stereo not given) | 9 | 4 | 2 | -4 | 0.6 | -3 | -2 | 3 | 9
30 | COc1ccc(C2CC(=O)c3cc(OC)c(OC)cc32)cc1OC (stereo not given) | -2 | -3 | 1 | 16 | -1.0 | -29 | · | 3 | -19
31 | Nc1ccccc1SCc1cc([N+](=O)[O-])cc2c1OCOC2 | -1 | -18 | -4 | -10 | 3.8 | -6 | 4 | 13 | -12
32 | CC(/C=C1\SC(=S)N(NC(=O)c2ccc(C)cc2)C1=O)=C\c1ccccc1 | -3 | -8 | 1 | 46 | 0.6 | -18 | 13 | -8 | -11
33 | O=C(N/N=C/c1cc(Br)ccc1O)c1ccccc1Cl | 3 | 1 | -2 | 50 | 0.3 | 11 | 4 | -9 | -25
34 | Cc1cc(N2CCN(C)CC2)ccc1NC(=O)c1cccc(S(=O)(=O)N2CCc3ccccc3C2)c1 | 6 | -16 | -2 | 104* | 1.2 | 1 | 1 | 28 | 6
35 | O=C(N1CCN(CCO)CC1)N1c2ccccc2CCc2ccccc21 | -3 | -57 | -3 | 3 | 0.0 | -1 | · | -8 | 17
36 | O=C(CCN1CCN(C(c2ccccc2)c2ccccc2)CC1)N/N=C/c1ccc(O)cc1O | 0 | -4 | -7 | 63 | 2.8 | 15 | 3 | -11 | 19
37 | Cc1ccc(-c2nnc(SCC(=O)Nc3ccc(N4CCOCC4)cc3)o2)cc1 | -1 | 4 | -3 | 24 | -2.7 | -5 | -4 | -2 | -11
38 | Cc1[nH]c2ccccc2c1Cc1n[nH]c(=S)o1 | 6 | -33 | 1 | -33 | 1.8 | -14 | 9 | -8 | -17
39 | Cc1cccc2c(N=O)c(O)[nH]c12 | -3 | -4 | 2 | 5 | 0.7 | -9 | · | -26 | 12
40 | Cc1c(Cl)cccc1NC(=S)N(Cc1ccccc1)Cc1cccnc1 | 0 | -8 | 2 | 33 | 1.2 | 4 | 1 | -1 | 0
41 | O=Cc1c(NCc2ccco2)nc2ccccn2c1=O | 4 | -8 | -3 | 4 | 0.2 | -5 | 2 | -2 | 14
42 | COc1cc(C(=O)Nc2ccc(S(=O)(=O)Nc3cc(C)on3)cc2)cc(OC)c1OC | 0 | -2 | -2 | 0 | -0.8 | -7 | 6 | 3 | 1
43 | O=C(CCCOc1ccc(Cl)cc1Cl)NNC(=O)C1CCC1 | 9 | 11 | 2 | 22 | -0.7 | -4 | 3 | -1 | 3
44 | Cc1ccc(S(=O)(=O)N2CCCC2C(=O)O)cc1 (stereo not given) | -1 | 1 | -5 | -1 | 1.2 | 6 | -5 | -20 | 24
45 | O=C(Nc1ccn(Cc2c(F)c(F)c(F)c(F)c2F)n1)c1ccc(COc2ccccc2Cl)cc1 | 4 | 2 | 0 | 40 | -2.2 | -1 | 5 | -10 | 1
46 | COc1cccc(CN2C(=O)CCC2(C)C(=O)NC2CCCCC2)c1 (stereo not given) | 2 | -3 | 0 | 37 | 0.2 | 7 | 3 | -3 | -2

Arranged by SMILES length (rising): part of the list above
nr | canonical_smiles | BaF3 tox | S1P4 antag | Ba/F3 V617F tox | CHOP inh | S1P4 ag | NPY-Y2 PAM-ag | NPY-Y1 antag | p47phox inh | NPY1 pot ag
14 | O=C(CSc1ccccn1)Nc1ccccc1F | 6 | 7 | 4 | -16 | -0.2 | -6 | 3 | -8 | -32
9 | CC(=O)c1ccc(NC(=S)N2CCCCCC2)cc1 | 3 | -6 | 0 | -11 | 0.3 | 7 | 1 | -8 | 10
38 | Cc1[nH]c2ccccc2c1Cc1n[nH]c(=S)o1 | 6 | -33 | 1 | -33 | 1.8 | -14 | 9 | -8 | -17
8 | CC(C)OC(=O)CCC1(C(=O)O)CCC(=O)NC1 (stereo not given) | -1 | -6 | -2 | 7 | 1.1 | 9 | -1 | -5 | -9
16 | O=C([C@H](O)c1ccccc1)N1CCC[C@H]1CO | 1 | -4 | -3 | 22 | 0.8 | -7 | 0 | -3 | -20
43 | O=C(CCCOc1ccc(Cl)cc1Cl)NNC(=O)C1CCC1 | 9 | 11 | 2 | 22 | -0.7 | -4 | 3 | -1 | 3
29 | Cc1[nH]n(-c2ccccc2)c(=O)c1C=NCC1CCCO1 (stereo not given) | 9 | 4 | 2 | -4 | 0.6 | -3 | -2 | 3 | 9
30 | COc1ccc(C2CC(=O)c3cc(OC)c(OC)cc32)cc1OC (stereo not given) | -2 | -3 | 1 | 16 | -1.0 | -29 | · | 3 | -19
22 | COc1ccc(Cl)cc1NC(=O)CCc1nc(-c2ccccc2F)no1 | 9 | 4 | 4 | 19 | 2.8 | -13 | 9 | -25 | -22
2 | Cc1csc(NC(=O)c2cccc(Cn3nc(C)c(Br)c3C)c2)n1 | 11 | -9 | 11 | 42 | -0.3 | -2 | -2 | -27 | -4
11 | COc1ccc(S(=O)(=O)N(C)CC(=O)Nc2ccc(F)cc2)cc1 | 1 | -22 | -2 | 11 | 1.8 | -2 | -2 | -7 | -19
17 | Cc1cc(C(=O)CSc2nc(N)cc(N)n2)c(C)n1-c1cccc(F)c1 | 2 | -15 | 2 | 41 | -0.2 | -15 | 3 | -13 | -24
37 | Cc1ccc(-c2nnc(SCC(=O)Nc3ccc(N4CCOCC4)cc3)o2)cc1 | -1 | 4 | -3 | 24 | -2.7 | -5 | -4 | -2 | -11
12 | C=CCn1c(SCc2cc(=O)n3cc(C)ccc3n2)nnc1-c1ccc(F)cc1 | 6 | -16 | 1 | 12 | 1.5 | -14 | 7 | -4 | 6
13 | COCCCNC(=O)CNC(=O)c1cn(-c2ccccc2OC)c(=O)c2ccccc12 | 5 | -6 | -1 | 23 | 0.8 | 3 | 4 | 0 | 10
3 | CCCCn1c(=O)[nH]c(=O)c2c1nc(-c1ccc(OCCC)c(OCC)c1)n2C | -4 | -6 | -3 | 101* | -0.5 | 10 | · | -10 | 12
27 | O=C(c1cc(-c2ccc(Cl)cc2)n(-c2ccc(Cl)c(Cl)c2)n1)N1CCOCC1 | 3 | -16 | -1 | 63 | 0.2 | -2 | 12 | -13 | 15
45 | O=C(Nc1ccn(Cc2c(F)c(F)c(F)c(F)c2F)n1)c1ccc(COc2ccccc2Cl)cc1 | 4 | 2 | 0 | 40 | -2.2 | -1 | 5 | -10 | 1

Assay outcomes as filed in PubChem BioAssay.
